CRFBP-R2 agonist – agonists of human CRF-binding protein/CRF-R2 receptor complex; actives 0.46% (n = 350,000); HEK293 CRF-R2/CRF-BP, calcium dye fluorescence (FLIPR); percent of saturating CRF peptide response; AID 588473; activation, % at 13.2 µM;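 active means activation of at least 50%, plus an integration ratio under a set limit after plate pattern correction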;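 further: plate controls were neutral control wells without compound for no effect and CRF at EC100 for full effect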
CRFBP-R2 block – CRF-BP/CRF-R2 complex antagonism; HEK293 CRF-R2/CRF-BP, CRF-induced calcium fluorescence; actives 0.59% (n = 350,000); inhibition, % at 11.8 µM; AID 588475;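 active means inhibition of the ligand-induced calcium signal above about 50% at the single tested concentration, limit read from the data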
CHRM4 antagonist – CHRM4 antagonism in calcium assay | CHO-hM4 cells, ACh EC80, Fluo-8 calcium fluorescence | inhibition, % at 3 µM | actives 0.73% (n = 360,000) | AID 624125;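 active means inhibition above its plate's cutoff, the mean inhibition of sample wells plus 3 SD, cut at about 27% in these data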;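 further: 0% = acetylcholine EC80 with DMSO and 100% = DMSO without agonist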
CHRM4 agonist – CHRM4 agonism in calcium assay; activation, % at 3 µM; P08173; CHO-K1 hM4/Gqi5, Fluo-8 calcium fluorescence; vehicle 0%, full acetylcholine response 100%; AID 624127; actives 0.14% (n = 360,000);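 active means activation above the run mean over all test wells plus 3 SD, cut at about 32% in these data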;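 further: peak over basal fluorescence ratio per well then scaled between controls; 0% = DMSO wells and 100% = acetylcholine at EC100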
M5 ag – agonists of human muscarinic M5 receptor (CHRM5); actives 0.19% (n = 360,000); CHO-K1 hM5 cells, Fluo-8 calcium fluorescence; 0% DMSO wells, 100% maximal acetylcholine response; activation, % at 3 µM; P08912;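 active means activation above the run's mean over test compounds plus 3 SD, cut at about 23% in these data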;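 further: signal is peak over basal fluorescence ratio across the kinetic read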
Target sequence (P08912 whole entry, looked up): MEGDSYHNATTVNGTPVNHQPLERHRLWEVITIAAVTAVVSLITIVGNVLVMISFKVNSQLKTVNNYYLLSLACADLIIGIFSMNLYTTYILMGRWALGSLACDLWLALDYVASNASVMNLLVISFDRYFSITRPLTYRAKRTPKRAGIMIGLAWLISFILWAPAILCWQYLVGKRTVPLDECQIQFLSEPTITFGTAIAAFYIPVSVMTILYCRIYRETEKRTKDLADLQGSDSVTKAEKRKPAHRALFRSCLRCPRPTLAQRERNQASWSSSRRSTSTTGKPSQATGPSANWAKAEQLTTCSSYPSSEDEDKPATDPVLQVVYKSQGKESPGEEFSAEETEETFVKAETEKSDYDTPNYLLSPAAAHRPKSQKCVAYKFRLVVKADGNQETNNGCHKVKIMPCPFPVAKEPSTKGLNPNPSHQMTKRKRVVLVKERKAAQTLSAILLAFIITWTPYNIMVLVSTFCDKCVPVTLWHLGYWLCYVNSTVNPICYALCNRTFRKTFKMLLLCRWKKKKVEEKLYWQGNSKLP
M5 PAM – CHRM5 positive allosteric modulation; AID 624038; activation, % at 3 µM; CHO-K1 hM5, Fluo-8 calcium, ACh EC20 PAM; 0% = ACh EC20, 100% = ACh EC100; P08912; actives 0.3% (n = 360,000);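 active means activation above the run cutoff, the mean activation of all test compounds plus 3 SD, cut at about 18% in these data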
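System – CHO-K1 hM5 cells · Compound – 3 µM, single dose · Incubation – compound preincubation 140 s before EC20 acetylcholine addition · Technique – Fluo-8 calcium fluorescence · Measure – Max/basal fluorescence ratio as % of EC20–EC100 ACh window · Benchmarks – low control EC20 acetylcholine (0%), high control EC100 acetylcholine (100%) · Replication – singlicate, one well per test compound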
M1 PAM – potentiates human M1 receptor response to acetylcholine. CHO-K1 hM1, Fluo-8 calcium fluorescence, ACh EC20; 0% = ACh EC20, 100% = maximal ACh. actives 0.088% (n = 360,000). AID 588819. activation, % at 3 µM; in the data active means activation above about 19%, passing the limit was not always enough
Target sequence (P11229 whole entry, looked up): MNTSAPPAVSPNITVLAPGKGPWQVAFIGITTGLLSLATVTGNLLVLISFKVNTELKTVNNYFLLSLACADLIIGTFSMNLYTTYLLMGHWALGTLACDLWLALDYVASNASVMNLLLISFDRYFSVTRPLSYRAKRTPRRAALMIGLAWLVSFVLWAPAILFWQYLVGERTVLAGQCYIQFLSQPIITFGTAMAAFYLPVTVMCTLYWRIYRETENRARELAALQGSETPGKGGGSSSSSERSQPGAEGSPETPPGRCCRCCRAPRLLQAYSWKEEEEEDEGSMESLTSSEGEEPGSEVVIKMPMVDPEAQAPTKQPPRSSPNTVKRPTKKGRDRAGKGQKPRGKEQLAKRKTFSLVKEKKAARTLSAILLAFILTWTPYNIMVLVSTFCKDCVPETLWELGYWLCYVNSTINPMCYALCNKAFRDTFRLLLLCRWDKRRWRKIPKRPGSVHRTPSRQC
M5 antag – antagonists of human muscarinic M5 receptor (CHRM5); actives 0.59% (n = 360,000); inhibition, % at 3 µM; P08912; CHO-hM5 cells, Fluo-8 calcium fluorescence, ACh EC80; AID 624040;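 active means inhibition above a per-plate cutoff, the mean of that plate's test compounds plus 3 SD, cut at about 27% in these data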;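 further: 0% = acetylcholine EC80 with DMSO and 100% = DMSO without agonist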
CHRM4 PAM – potentiates acetylcholine response at human M4 receptor | P08173 | AID 624126 | actives 0.4% (n = 360,000) | CHO-K1 hM4/Gqi5, Fluo-8 calcium fluorescence, ACh EC20; 0% = ACh EC20, 100% = maximal ACh | activation, % at 3 µM;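 active means activation above its plate's cutoff, the mean activation of sample wells plus 3 SD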; further: some results filed as inactive read as strong as hits
* hit, by the source's call. Rows were taken by chance; any-hit rate near 2.6%.

CRFBP-R2 agonist | CRFBP-R2 block | CHRM4 antagonist | CHRM4 agonist | M5 ag | M5 PAM | M1 PAM | M5 antag | CHRM4 PAM | SMILES
1.1 | 12.3 | 13.6 | 0.6 | -4.4 | 0.3 | 9.5 | 9.1 | 5.5 | COc1ccc(NC(=O)NCc2cccn2C)c(OC)c1
3.0 | -0.9 | 0.1 | -0.8 | -4.4 | -1.2 | 8.8 | -1.2 | 12.8 | COc1ccc(NC(=O)/C=C/c2cc(Br)ccc2OC)cc1
2.2 | 11.9 | 10.9 | 1.2 | 2.6 | -0.1 | 7.1 | 4.8 | 2.4 | Oc1ccc(Cl)cc1C=NCCc1ccccc1
1.6 | 4.9 | -0.2 | 0.1 | -10.0 | -6.1 | 10.1 | 1.6 | 0.4 | CC(CN1CCCC1)OC(=O)Cc1ccc(Cl)cc1 (stereo unspecified)
0.1 | -10.3 | 5.5 | -0.5 | -3.2 | -5.4 | -1.8 | 2.3 | 8.5 | COc1ccc(-c2c(C#N)c(SCC(N)=O)nc3c2CCCC3)cc1
-0.9 | 18.4 | 12.7 | -0.1 | -2.0 | -2.9 | -13.8 | -1.3 | -12.3 | CCC[C@@H](CN1CCC[C@H]1CN1C(N)=NC[C@H]1C(C)C)N1C[C@@H]([C@H](C)CC)N(CCCC2CCCC2)C1=N
0.0 | 4.9 | 3.1 | 4.0 | 2.1 | 0.1 | 2.2 | -3.7 | 1.1 | O=C(NC1CCCC1)C(c1ccc(O)cc1)N(CC1CCCO1)C(=O)C1COc2ccccc2O1 (stereo unspecified)
-0.7 | -15.3 | 3.7 | 0.9 | -0.3 | -2.7 | 1.9 | 4.0 | -10.0 | CCN(CC)S(=O)(=O)c1ccc(NC(=O)c2cc(C(=O)OC)cc([N+](=O)[O-])c2)cc1
1.6 | -5.5 | -28.1 | -3.5 | -6.2 | -0.5 | 1.6 | -6.9 | 15.1 | CC(C)CN(CC(C)C)CC(O)COc1ccc([N+](=O)[O-])cc1 (stereo unspecified)
-0.2 | 6.3 | -13.5 | 1.0 | -2.0 | -2.1 | 9.3 | -4.7 | 3.9 | O=C(CSc1nc(-c2ccccc2)ns1)NCC1CCCO1 (stereo unspecified)

Compound profiles, as listed above.
CCC[C@@H](CN1CCC[C@H]1CN1C(N)=NC[C@H]1C(C)C)N1C[C@@H]([C@H](C)CC)N(CCCC2CCCC2)C1=N reads CRFBP-R2 agonist = -0.9; CRFBP-R2 block = 18.4; CHRM4 antagonist = 12.7; CHRM4 agonist = -0.1; M5 ag = -2.0; M5 PAM = -2.9; M1 PAM = -13.8; M5 antag = -1.3; CHRM4 PAM = -12.3
O=C(CSc1nc(-c2ccccc2)ns1)NCC1CCCO1 (stereo unspecified) reads CRFBP-R2 agonist = -0.2; CRFBP-R2 block = 6.3; CHRM4 antagonist = -13.5; CHRM4 agonist = 1.0; M5 ag = -2.0; M5 PAM = -2.1; M1 PAM = 9.3; M5 antag = -4.7; CHRM4 PAM = 3.9

(further entries)
CRFBP-R2 agonist | CRFBP-R2 block | CHRM4 antagonist | CHRM4 agonist | M5 ag | M5 PAM | M1 PAM | M5 antag | CHRM4 PAM | SMILES
0.5 | 10.6 | 3.1 | 0.1 | -0.8 | 3.1 | 5.6 | 13.7 | 8.9 | CCCCN1CC(=O)N2[C@H](c3ccc(OC)cc3)[C@@H]3C(=O)N(CC)C(=O)[C@@H]3[C@]2(C)C1=O
1.6 | -18.1 | 6.8 | 8.4 | 7.5 | -1.7 | -0.1 | 4.7 | -1.9 | Cc1ccc(NC(=O)[C@H](Cc2c[nH]c3ccccc23)NC(=O)[C@@H]2Cc3ccccc3CN2)c(C)c1
7.5 | 4.2 | 13.9 | 3.5 | -6.3 | -3.9 | 4.8 | 12.1 | -0.3 | Cc1ccc(C(CNC(=O)Nc2cccc(C)c2)N2CCN(C)CC2)cc1 (stereo unspecified)
4.6 | -31.2 | 8.9 | 0.8 | -1.6 | 3.2 | 2.2 | -2.1 | -6.5 | COc1ccc(NC(=O)c2cccs2)cc1OC
-3.2 | -2.7 | -5.6 | -0.7 | 1.7 | -4.4 | 19.3 | 5.4 | 1.8 | Cc1oc2c(O)c(O)ccc2c(=O)c1-c1ccccc1
-4.3 | 18.4 | -2.2 | -0.7 | -13.4 | 11.6 | 1.5 | -2.3 | 3.4 | Clc1cc(Cl)c2nc(N3CCCC3)sc2c1
0.5 | 7.1 | 7.7 | -0.3 | -4.4 | -2.7 | -1.3 | -6.1 | -6.6 | CCN(CC)CCN(Cc1cc2cc3c(cc2[nH]c1=O)OCO3)C(=S)NCCCN(C)C
-1.6 | 0.6 | -6.0 | 0.9 | 2.1 | 12.5 | 10.0 | -10.2 | 10.6 | CCOc1ccc(N2C(=O)CC(N3CCN(C(=O)c4ccco4)CC3)C2=O)cc1 (stereo unspecified)
-0.5 | 6.0 | -22.1 | 5.1 | -4.2 | -7.7 | -3.4 | -14.5 | 5.0 | C[C@H](NC(=O)c1ccccc1Cl)C(=O)OCCOc1cccc(Cl)c1
0.3 | -22.0 | -3.7 | 6.0 | 0.8 | -7.3 | 11.4 | -0.6 | -4.1 | Cc1cccc(OC(=O)CCN2C(=O)C3C4C=CC(C5CC45)C3C2=O)c1C (stereo unspecified)
-1.1 | 5.6 | -1.5 | 1.6 | -1.8 | 3.8 | 1.7 | 2.8 | 9.9 | Cc1nc2nc(SCC(=O)O)nn2c(C)c1Cc1c(F)cccc1Cl
-0.1 | -4.0 | -7.1 | 1.0 | 1.0 | -4.4 | 3.3 | 1.4 | 0.7 | Cc1noc(C(=O)Nc2c(C)n(C)n(-c3ccccc3)c2=O)c1Cl
0.6 | 8.2 | -1.4 | -0.3 | 0.4 | -3.6 | 17.4 | 10.3 | 15.2 | Cc1cc(C(=O)NNC(=O)c2ccc(C)s2)c(C)o1
-2.4 | 2.2 | -0.6 | 2.1 | 1.8 | 3.1 | 7.1 | 7.7 | 7.3 | CCOc1ccccc1N(CC(=O)NCCSc1ccccc1)S(C)(=O)=O
0.9 | -39.3 | 16.7 | 23.6 | 12.0 | -4.7 | 4.8 | 10.9 | -0.1 | COc1cccc(CNCCc2c[nH]c3ccccc23)c1OCc1ccc(F)cc1
-2.1 | -14.9 | -0.5 | 0.0 | 1.2 | -1.9 | 6.4 | 3.2 | -4.0 | COc1ccc(/C=C2\SC(=O)N(CCCC(=O)Nc3ccc(C(=O)O)cc3)C2=O)cc1
-3.1 | 0.9 | 4.7 | 0.4 | 1.4 | 0.5 | 1.8 | 5.1 | 1.6 | O=C1C=C(c2cccc(O)c2)CCC1
-2.6 | 17.7 | -7.0 | 2.4 | -1.7 | 6.3 | 8.2 | -6.5 | 0.0 | Cc1ccc(/C=N/NC(=O)CSc2nc3ccccc3s2)o1
-0.1 | -10.4 | 4.1 | 3.0 | -0.4 | -4.2 | 3.1 | -2.1 | -5.8 | COc1ccc(-c2nnc3sc(COc4ccccc4)nn23)cc1
0.4 | -13.8 | 9.8 | 4.0 | 0.9 | -3.6 | 5.5 | 1.4 | -5.4 | COC(=O)c1cc(-c2ccc(NC(C)=O)cc2)nc2ccccc12
-2.1 | 6.2 | -3.2 | 1.0 | -0.9 | -1.7 | 8.0 | 1.2 | 4.8 | O=C(c1ccc2c(c1)OCO2)N1CCCC1
0.9 | 27.9 | -1.2 | 0.6 | 0.1 | -3.0 | 1.1 | 4.4 | -1.3 | CC1=CC(C)C(=O)N(C)C(C)=C1 (stereo unspecified)
0.8 | -3.0 | -4.5 | 0.3 | -1.2 | -3.0 | 9.6 | 9.8 | -4.6 | CCOc1ccc(S(=O)(=O)Nc2ccccc2C(=O)N2CCOCC2)cc1
0.6 | 7.9 | -2.4 | 0.7 | 3.7 | 11.7 | 7.3 | 8.8 | 6.5 | O=C(O)c1cc(S(=O)(=O)NCCCN2CCCC2=O)ccc1Cl
-0.7 | 6.3 | 6.0 | 1.2 | -1.8 | -4.0 | 8.7 | 16.8 | -6.7 | CC(C)C(O)(C(=O)NNc1ccccc1)C(C)C
-1.5 | 12.9 | -4.3 | -2.0 | -5.8 | 3.6 | 0.5 | 2.2 | 6.3 | CC(CCc1ccccc1)NC(=S)NC(=O)c1ccco1 (stereo unspecified)
1.1 | -16.2 | 7.3 | 5.0 | 2.6 | 0.0 | 1.7 | -7.0 | -0.8 | Cc1cc(S(=O)(=O)N2CCOCC2)ccc1OCC(=O)Nc1ccc(F)cc1
-2.8 | -8.1 | -10.8 | -1.8 | -5.8 | 4.9 | 3.9 | -3.1 | 1.1 | Cc1c(CCC(=O)NCCCn2ccnc2)c(=O)oc2cc3oc4c(c3cc12)CCCC4
0.1 | 0.7 | -6.4 | -0.1 | -4.5 | -8.2 | 2.7 | 13.9 | 3.1 | Cc1cccn2c(=O)nc(SCC(=O)N3CCCCCC3)nc12
0.5 | 1.6 | 3.9 | 0.9 | -1.2 | -2.3 | -4.7 | 0.4 | -6.0 | Cc1ccc(S(=O)(=O)NCC(=O)OCC(=O)c2ccc(Br)s2)cc1
-0.3 | -10.3 | 8.9 | 0.6 | 3.4 | -5.8 | 12.4 | 10.3 | -3.3 | O=C(O)CCCN=C1CCCc2ccccc2N1
-0.2 | 14.6 | -4.2 | 1.2 | 3.1 | -2.7 | 4.2 | 7.2 | 0.1 | Cc1ccsc1C(=O)NNC(=O)c1csc(N2CCOCC2)n1
0.1 | 19.3 | -12.1 | -0.7 | 0.8 | -2.4 | 7.1 | 7.4 | 2.8 | Cc1ccc(S(=O)(=O)n2ccnc2)cc1C
-0.8 | 3.9 | 5.9 | 1.4 | -8.4 | -2.4 | -3.3 | -8.0 | -1.8 | CCOc1ccc(C(=O)OC2CCN(C)CC2)cc1
-1.1 | -4.0 | -0.2 | 1.9 | -1.7 | 7.8 | 9.7 | 17.0 | 12.8 | CCOC(=O)NCc1ccccc1
-0.1 | 8.3 | -3.3 | -0.8 | 0.6 | 6.5 | 3.2 | 6.3 | -2.1 | Cc1c(NC(=O)C(C)OC(=O)/C=C/c2ccc(OC(F)F)cc2)c(=O)n(-c2ccccc2)n1C (stereo unspecified)
-1.6 | 1.8 | -8.1 | 0.7 | 1.8 | 1.6 | 9.6 | -0.3 | 5.9 | COc1cc(C(=O)NCc2nnc(SCC(=O)NCc3ccccc3)o2)cc(OC)c1OC
-1.0 | -2.3 | 4.8 | 0.5 | -3.0 | -1.3 | 6.7 | 3.2 | 9.3 | O=C(COc1ccc(C(=S)N2CCOCC2)cc1)N1CCOCC1
0.6 | 22.3 | -7.4 | -1.1 | -1.9 | 2.1 | 2.0 | 3.1 | -4.8 | CCOc1ccccc1N(C(=O)c1ccco1)C(C(=O)NC1CCCC1)c1cccs1 (stereo unspecified)
-1.1 | 4.3 | -8.1 | 1.6 | 2.0 | 2.2 | 14.9 | -0.7 | 13.0 | COc1ccccc1/C=C/C(=O)NCc1cccnc1
-1.5 | 1.9 | 7.1 | 1.7 | -0.6 | -11.7 | -7.2 | 6.3 | 6.5 | C=CCNC(=O)c1ccc(N(C)S(=O)(=O)c2ccc(OC)cc2)cc1
-0.3 | -13.8 | 0.5 | -0.3 | -4.4 | 9.4 | 9.7 | -2.7 | 15.8 | COc1ccccc1C(=O)Nc1ccc(C)cc1C(=O)c1ccccc1
-4.2 | -20.5 | 2.3 | 0.1 | -1.4 | -4.3 | 5.8 | 3.0 | 1.3 | CCC(CC)C(=O)N1CCN(c2cccc(C)c2C)CC1
1.8 | -3.7 | 6.2 | 0.8 | 2.4 | -1.2 | -0.9 | 6.1 | -2.8 | CCCOc1ccc(C2CC(=O)Nc3cc(OC)c(OC)cc32)cc1 (stereo unspecified)

Assay outcomes: PubChem BioAssay, several laboratories
